# Screening data: PubChem BioAssay, National Center for Advancing Translational Sciences (NCATS)
# EPAC2 ag – activates human EPAC2 exchange factor | Q8WZA2 | EPAC2 activation, biochemical qHTS; response scale: 100% = 6.5 mM cAMP response | Potency, µM (top dose mostly 154 µM), for inactives: at the top dose activation, most hits filed as activators | 360,000 tested, 0.079% active | AID 720711; further: potency means the concentration at half of the fitted maximal effect; nearly all actives have a fitted effect of over 50% in size
#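 EPAC2 (100 nM) mixed with Rap1B loaded with BODIPY-GDP (250 nM) plus 50 uM unlabeled GDP; compounds pinned in, 5 min RT, then read every 5 min for 30 min (ex 480, em 540 nm). Normalized to cAMP control.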
# PLK1 PBD inh – PLK1 (human) polo-box domain binding inhibition; Plk1 PBD binding of FITC phosphopeptide, fluorescence polarization; Potency, µM, for inactives: max response, negative = inhibition, actives largely listed as inhibitors; 360,000 tested, 2.8% active; AID 720504; further: potency means the concentration at half of the fitted maximal effect; series mostly up to about 57 µM; on the % scale 0 is the no-effect control and ±100 the full control effect; nearly all actives have a fitted effect of over 65% in size
# CCT chaperon mod – cytosolic chaperonin activity modulation; purified chaperonin ATPase assay, HTRF ADP detection, 30 min; activity change, % (no concentration beside the values), hits read low; 360,000 tested, 0.3% active; AID 651819; in the data active means activity change below about -30%; further: on the % scale 0 is the no-effect control and ±100 the full control effect
#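 ATPase activity: ADP formed was measured by HTRF Transcreener (665/615 nm ratio) after 30 min at 37 deg C with 10 uM ATP. Compounds screened at one 76 uM concentration against 40 or 20 nM TRiC in Tris pH 7.4/KCl/MgCl2/DTT buffer.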
# PI5P4Ka inh – PI5P4K alpha (human) kinase inhibition; P48426; PI5P4Kalpha enzyme, ADP-Glo luminescence, 60 min; hits give low values; max response, %; 330,000 tested, 1.2% active; AID 652105; active means max response of -50% or lower; inconclusive means between -30% and -50%; inactive means -30% or higher; further: value at the top dose of about 77 µM; on the % scale 0 is the no-effect control and ±100 the full control effect
#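 Single end-point luminescence (ADP-Glo) quantified ADP from PI5P4Kalpha turnover; ATP 5 microM final, 1 h at RT, 0.1% CHAPS and 0.28 mM EGTA in HEPES pH 7.4.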
# EPAC1 agonist – agonists of human EPAC1 | O95398 | 360,000 tested, 0.073% active | EPAC1 agonist qHTS, biochemical assay; response scale: 100% = response to 6.5 mM cAMP | Potency, µM (series often up to 154 µM), inactives show at the highest dose activation, most hits filed as activators; further: potency means the concentration at half of the fitted maximal effect; nearly all actives have a fitted effect of over 60% in size
#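 Multi-concentration qHTS readout: loss of Rap1B-bound BODIPY-GDP fluorescence driven by 100 nM EPAC1 with excess GDP (50 uM), monitored kinetically at room temperature; agonist response expressed relative to 6.5 mM cAMP.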
# WRN inhibitor – blocks human WRN helicase; Q14191; WRN helicase unwinding, fluorescent forked duplex, kinetic; Potency, µM (titrated, usually from 114 µM), for inactives: at the top dose activity change, negative = inhibition, usual class: inhibitors; 360,000 tested, 0.46% active; AID 651768; further: potency means the concentration at half of the fitted maximal effect; on the % scale 0 is the no-effect control and ±100 the full control effect; nearly all actives have a fitted effect of over 55% in size
# Target sequence (Q14191 whole entry, looked up): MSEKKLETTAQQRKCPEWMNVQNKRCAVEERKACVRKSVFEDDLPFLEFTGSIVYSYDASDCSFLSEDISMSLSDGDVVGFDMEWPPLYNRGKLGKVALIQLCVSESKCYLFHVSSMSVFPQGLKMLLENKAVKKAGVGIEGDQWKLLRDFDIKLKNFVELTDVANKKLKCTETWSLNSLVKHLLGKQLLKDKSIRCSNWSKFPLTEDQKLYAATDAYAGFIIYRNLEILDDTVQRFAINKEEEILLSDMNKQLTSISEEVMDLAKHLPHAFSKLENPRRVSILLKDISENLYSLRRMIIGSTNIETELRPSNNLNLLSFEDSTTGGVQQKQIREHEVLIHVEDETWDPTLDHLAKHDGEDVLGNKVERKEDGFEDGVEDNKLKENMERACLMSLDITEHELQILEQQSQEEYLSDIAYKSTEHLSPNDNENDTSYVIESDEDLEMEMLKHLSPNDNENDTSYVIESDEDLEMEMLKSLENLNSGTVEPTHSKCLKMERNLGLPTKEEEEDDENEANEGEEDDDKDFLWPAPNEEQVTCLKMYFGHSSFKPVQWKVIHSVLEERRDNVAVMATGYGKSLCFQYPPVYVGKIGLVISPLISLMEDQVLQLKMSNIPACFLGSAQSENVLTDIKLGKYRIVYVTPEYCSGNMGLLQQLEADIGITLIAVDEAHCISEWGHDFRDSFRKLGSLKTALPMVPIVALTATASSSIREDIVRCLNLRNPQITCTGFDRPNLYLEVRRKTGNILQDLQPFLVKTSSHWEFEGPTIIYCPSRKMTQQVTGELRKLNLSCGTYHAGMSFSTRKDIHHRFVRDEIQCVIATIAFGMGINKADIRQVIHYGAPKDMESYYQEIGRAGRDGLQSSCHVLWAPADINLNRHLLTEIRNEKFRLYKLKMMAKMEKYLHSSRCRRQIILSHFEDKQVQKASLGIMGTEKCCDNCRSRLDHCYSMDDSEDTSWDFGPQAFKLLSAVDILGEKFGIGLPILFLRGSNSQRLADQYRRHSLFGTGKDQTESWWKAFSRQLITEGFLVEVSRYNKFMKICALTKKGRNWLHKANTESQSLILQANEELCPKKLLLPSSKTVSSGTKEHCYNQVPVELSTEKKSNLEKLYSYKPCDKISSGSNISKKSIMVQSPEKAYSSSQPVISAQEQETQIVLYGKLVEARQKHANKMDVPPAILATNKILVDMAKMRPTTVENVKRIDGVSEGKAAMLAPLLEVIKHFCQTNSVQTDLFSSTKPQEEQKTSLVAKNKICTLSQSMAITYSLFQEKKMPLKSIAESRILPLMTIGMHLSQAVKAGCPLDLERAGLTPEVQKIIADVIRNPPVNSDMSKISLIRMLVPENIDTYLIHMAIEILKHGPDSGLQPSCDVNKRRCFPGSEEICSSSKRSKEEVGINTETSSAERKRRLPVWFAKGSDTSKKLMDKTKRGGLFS
#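 Screening of the MLSMR collection measured strand separation of a quenched forked DNA duplex (100 nM) by 20 nM WRN with 2 mM ATP, all final. Compounds were preincubated with enzyme 15 min at room temperature.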
# EPAC1 antag – EPAC1 (human) antagonism | EPAC1 GEF assay, Rap1b-BODIPY-GDP exchange fluorescence | O95398 | 360,000 tested, 0.14% active | Potency, µM (top dose mostly 115 µM), inactives show top-dose activity change, negative = inhibition, actives largely listed as inhibitors;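 further: potency means the concentration at half of the fitted maximal effect; plate controls were vehicle for no effect and positive control for full effect; nearly all actives have a fitted effect of over 50% in size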
# IL-2 act – activates IL-2 in a cell-based reporter assay | IL-2 activation reporter assay, cell-based qHTS; stimulated with anti-CD3/CD4/CD28 beads; in transgenic mouse T cells | activation, % (series mostly up to about 46 µM) | 360,000 tested, 0.065% active | AID 652025; in the data active means activation above about 50%; inconclusive means mostly about 30% to 49%; further: 0% is about no effect
#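 Unstimulated transgenic mouse T cells, 750 per well, received compound and, after 60 minutes, anti-CD3/anti-CD4 bead plus anti-CD28 stimulation. EGFP and DsRed were quantified after 18 hours.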
# * hit, by the source's call; ? = inconclusive; nt = not tested or not shown; [ ] = another dose, or the depositor's remark. Unless noted, the call rests on the fitted dose curve; in most records, active means well fitted curve in the direction sought with a large enough effect; inconclusive means small, poorly fitted or top-dose-only effect, or another doubt; inactive means no such curve, though single readings can be large; an effect the other way counts as inactive or inconclusive.
SMILES,EPAC2 ag,PLK1 PBD inh,CCT chaperon mod,PI5P4Ka inh,EPAC1 agonist,WRN inhibitor,EPAC1 antag,IL-2 act
Cc1ccc(NC(=O)CN2CCC(C(=O)c3ccc4c(c3)OCCO4)CC2)cc1,20.0%,?,0.4,-2.3,19.4%,4.0%,-9.8%,-1.9
O=C1CCCC/C=C\C[C@H](CC(=O)N(CCO)Cc2ccccc2)C(=O)NC[C@H](c2ccccc2)O1,2.8%,-13.8%,-1.5,-1.0,-3.1%,-21.9%,2.7%,-0.9
COCCCNCC(=O)Nc1sc(C)c(C)c1C(=O)OC,5.5%,-21.0%,1.3,1.1,0.7%,-4.7%[57.1 µM],8.0%,-3.1
COCc1nc(-c2cc(Br)ccc2OC)no1,6.4%,-6.2%,-2.1,0.5,3.0%,-8.1%,1.4%,1.1
CN(C)CCCNS(=O)(=O)c1ccc(NC2CCCCCC2)c([N+](=O)[O-])c1,-3.3%,-1.9%,0.8,5.4,-5.9%,-6.8%,9.8%,-0.3
COc1ccc(C(=O)/C=C/c2ccc(N(C)C)cc2)c(OC)c1,-25.8%,49.5%[activator],-2.0,6.6,100µM*,-15.3%,16.7%,-3.9
COc1ccc(-c2cc(C(=O)NCCCN3CCOCC3)on2)cc1OC,7.3%,-12.5%,-1.0,2.0,8.6%,2.5%,-4.4%,-0.9
Cc1ccc(C)c(OCCC(=O)OCc2csc(CC(=O)Nc3ccccc3C)n2)c1,5.4%,0.3%,1.8,12.1,4.0%,-3.8%,-16.3%,-3.7
CSc1nnc(C)c(/C=C/Nc2ccc(F)cc2F)n1,-0.5%,-6.1%,-1.2,-8.0,8.2%,-15.6%,2.2%,0.6
O=C(/C=C/Nc1ccc(F)c(Cl)c1)c1ccco1,0.9%,-3.5%,-0.4,-3.5,12.5%,-12.4%,0.0%,0.2
O=C(CCCCCN1C(=O)CCC1=O)Nc1ccc2c(c1)OCO2,9.2%,23.8µM*,2.3,-23.0,4.2%,2.2%,19.0%,-1.9
COc1ccc(C(=O)NNC(=O)c2cccc3ccccc23)cc1,16.3%,-6.2%,-0.8,-2.2,9.0%,3.8%,-11.5%,-0.6
Cc1ccc(NC(=O)CSc2ccc(-c3ccccn3)nn2)cc1,4.9%,4.0%,2.0,4.1,9.6%,-4.5%,5.3%,-1.3
O=C(CN1C(=O)NC2(CCCC2)C1=O)OCc1cc(=O)n2cc(Br)ccc2n1,-4.5%,?,-2.1,?,1.0%,-10.0%[11.6 µM],-15.8%,2.5
CNc1cncc(-c2ccc(CN3CCOCC3)cc2)n1,3.9%,-10.6%,-0.5,-4.9,4.1%,-1.1%,-2.5%,-0.1
C=CC[C@@H](CC(=O)N[C@H](CO)Cc1ccccc1)C(=O)N[C@@H](COC(=O)[C@H](CC=C)CC(=O)OC(C)(C)C)Cc1ccccc1,-15.3%,-7.4%,-1.8,1.5,-24.7%,-1.3%,-17.5%,-0.7
CCc1cc(=O)oc2cc(OC(=O)c3ccco3)ccc12,3.0%,1.9%,-0.7,-0.9,-7.2%,3.6%,18.3%,1.1
Cc1ccc(C2(C(F)(F)F)NC(=O)N3N=C4CCCCCN4C3=C2C#N)cc1 (configuration not stated),6.6%,-6.5%,-0.3,-7.4,-10.6%,10.4%,-6.5%,-2.6
COCCn1c(SCc2cc(=O)n3ccsc3n2)nnc1-c1ccncc1,-1.7%,23.8µM*,0.3,1.6,14.7%,-3.7%,7.8%,2.1
CCC(=O)NCCc1nc2cc(NC(=O)c3ccc(F)cc3)ccc2n1C,2.9%,-9.8%,0.8,2.5,1.5%,2.3%,-4.3%,0.3
Cc1ccc(-c2c[n+](=O)c3c(n2[O-])CCC3)cc1,11.6%,-3.6%,-0.3,3.3,1.6%,-4.1%,-22.0%,1.3
COC(=O)c1ccc(C(=O)OC)c(NC(=O)CN(C)Cc2ccc(Cl)c(Cl)c2)c1,-7.9%,-2.8%,-2.6,25.2,10.2%,-26.3%[57.1 µM],4.1%,0.4
COCCN(Cc1ccccc1)C(=O)c1ccc2c(=O)n3c(nc2c1)CCC3,-3.6%,3.7%,-0.1,-6.2,8.7%,6.8%,-10.7%,-0.4
COc1ccc(NC2CCCN(Cc3cccc4cnccc34)C2)cc1OC (configuration not stated),9.1%,-24.7%,-4.8,1.3,5.2%,6.7%,-16.7%,-0.8
CCC(CC)NC(=O)c1cc(S(=O)(=O)N2CCCCC2)ccc1N1CCOCC1,4.7%,-4.5%,0.2,5.0,2.4%,-1.5%,-4.1%,1.2
CCOC(=O)CNC(=O)Cc1ccc(Cl)cc1,0.5%,4.1%,1.1,-6.4,7.3%,-13.4%,7.3%,3.5
O=c1c2ccccc2ncn1-c1cccc(Cl)c1,1.5%,-4.9%,-2.3,-4.7,-0.3%,3.5%,20.5%,0.4
COc1ccc(Cl)cc1Nc1nc(C)cc(C)c1C(N)=O,9.5%,-4.8%,-0.2,4.5,4.1%,-16.2%,-10.6%,0.5
CCN(CC(=O)Nc1c(F)cccc1F)C(=O)c1ccc(C(=O)c2ccccc2)cc1,9.2%,-13.4%,-1.4,3.0,0.9%,10.7%,?,-4.0
O=C(c1ccccc1)[C@H]1CC=CC[C@H]1C(=O)O,3.4%,-2.4%,0.4,-5.8,-13.7%,5.0%,-6.0%,2.0
CC(=O)Nc1cc2c(cc1NC(=O)Cn1nc(-c3ccc4c(c3)OCCO4)ccc1=O)OCCO2,12.7%,-0.7%,0.6,-2.2,8.5%,-7.1%,-4.4%,-0.3
CCCSc1ncc(Cl)c(C(=O)Nc2ccc(S(=O)(=O)Nc3ncccn3)cc2)n1,5.2%,-14.2%,-1.3,-1.7,-4.4%,-17.8%,-1.7%,1.0
C[C@@H](NC(=O)c1nc[nH]c1C(=O)NCC(=O)OC(C)(C)C)c1ccccc1,5.5%,-1.1%,-2.7,-1.6,-1.1%,-0.9%,-10.5%,0.1
CC(C)(C)SCCNC(=O)CN(c1ccccc1)S(=O)(=O)c1ccccc1,-1.1%,4.5%,-0.2,0.7,-3.4%,3.4%,-4.1%,0.1
Nc1ccccc1C(=O)N1O[C@@H]2C=C[C@H]1CC2,-0.5%,-2.7%,-1.6,-7.1,-19.8%,0.3%,-5.8%,2.6
CCOC(=O)c1sc(NS(=O)(=O)c2ccc(F)cc2)nc1C,-5.6%,-24.3%,-1.0,-1.0,1.5%,-9.9%,-12.5%,0.0
S=C(NC1CCCC1)N1CCN(C/C=C/c2ccccc2)CC1,1.2%,-11.7%,-2.4,8.8,2.4%,-3.7%,2.2%,-4.7
COc1ccc(N2C(=O)C3CCCN3C2c2ccc(C)cc2)cc1Cl (configuration not stated),4.5%,1.3%,-5.1,nt,0.6%,-6.1%,26.4%,-2.6
O=C(/C=C/c1ccc(N2CCCCC2)c([N+](=O)[O-])c1)c1ccc(S(=O)(=O)N2CCCC2)cc1,2.8%,-3.1%,-1.8,-6.4,1.3%,-8.3%,3.0%,-1.6
CCOc1cc(-c2cn(S(=O)(=O)c3cccc4nsnc34)nc2N)cc(OCC)c1OCC,-14.4%,-2.9%,-2.5,nt,14.3%,-0.9%,-6.0%,-4.0
FC(F)(F)c1cnc(N2CCC(=NOCc3ccc(Cl)cc3)CC2)c(Cl)c1,14.0%,-6.6%,1.7,nt,4.8%,-0.5%,-5.4%,-0.3
CC(C)(C)C(=O)N/C(N)=N/c1nc2ccccc2o1,-17.4%,11.0%,0.2,8.7,-2.0%,2.8%,-1.3%,-4.6
Cc1csc(/N=C/N(C)C)c1C#N,-2.0%,-11.7%,0.0,7.3,-4.6%,1.4%,20.1%,2.1
O=c1c2c3nc4ccccc4nc3n(/N=C/c3ccccn3)c2ncn1-c1ccccc1,3.9%,-13.6%,1.8,-6.7,-12.9%,-26.9%[57.1 µM],-24.3%,-3.6
Cc1ccnc(NC(=O)CCNS(=O)(=O)c2ccc(C)c(C)c2)c1,3.4%,-3.3%,0.9,3.7,0.2%,6.6%,22.0%,-2.4
C/C(=N/NC(=O)C1COc2ccccc2O1)c1ccc(Br)s1 (configuration not stated),-4.3%,2.8%,-0.4,0.0,2.5%,-23.6%,-9.6%,3.1
Cc1cc(=O)oc2cc(OCC(=O)OCC(=O)Nc3ccccc3F)ccc12,6.1%,-23.7%,0.8,-4.4,-8.1%,-5.7%,-12.0%,0.2
COc1cccc(NC(=O)NC2(C(=O)N3CCN(C)CC3)CCCCC2)c1,7.6%,3.8%,-2.0,-0.2,-4.2%,6.5%,5.5%,0.3
Cc1cc(N/N=C/c2cccc(Br)c2)nc2ccccc12,-2.7%,-0.1%,-1.3,1.2,0.3%,-0.3%,-20.5%,-0.1
O=C1CCCC2=C1C(c1ccsc1)CC(=O)N2c1ccccc1 (configuration not stated),10.1%,-6.5%,-1.7,nt,13.0%,-7.6%,9.8%,4.9
# Next section
SMILES,EPAC2 ag,PLK1 PBD inh,CCT chaperon mod,PI5P4Ka inh,EPAC1 agonist,WRN inhibitor,EPAC1 antag,IL-2 act
Cc1ccc(CN(CC(=O)NC2CCCCC2)C(=O)c2csnn2)cc1,6.8%,-3.2%,0.0,1.1,8.3%,12.2%,-13.3%,0.6
COc1ccccc1/C=C/CN1CCCCC1,-4.9%,0.4%,-3.4,-2.2,1.5%,-7.1%,3.8%,0.6
Cc1ccc(-c2nc3ncccc3o2)cc1NC(=O)c1ccc2c(c1)OCO2,-1.8%,-5.9%,-0.8,-3.6,-6.6%,-0.1%,-7.5%,0.0
CCOc1ccc(NC(=S)Nc2cc(OC)c(Cl)cc2OC)cc1,12.9%,-3.1%,1.8,6.8,5.1%,-5.9%,12.1%,0.1
CC1(C)CC(=O)C(C=Nc2ccncc2)=C(O)C1,9.7%,-10.9%,0.5,nt,7.4%,-2.2%,2.7%,-2.4
Cn1c(SCC(=O)N/N=C/c2ccccn2)nnc1-c1ccccc1,4.6%,-6.9%,-1.1,-2.8,6.1%,-13.8%,-1.1%,-2.2
COc1cc(N)cc(NC(=O)c2ccncc2)c1,3.5%,1.6%,-3.8,1.3,0.0%,0.1%,-8.8%,-0.4
COc1ccc(CNC(=O)C(C)N2CCN(S(=O)(=O)c3ccccc3F)CC2)cc1 (configuration not stated),10.5%,1.1%,1.5,2.6,-0.4%,9.7%,9.0%,2.3
c1ccc2c(-c3csc(-c4ccncc4)n3)c[nH]c2c1,5.1%,-1.0%,0.9,?,-7.0%,-1.8%,10.0%,2.1

# This is a subset. The share of hits here may be higher or lower than overall.
